Assay outcomes from PubChem BioAssay.
PPARg SRC3 recr: PPARgamma agonists recruiting SRC-3 coactivator, primary screen, biochemical. activation, % at 8 µM. biochemical PPARgamma/SRC-3 coactivator recruitment assay. AID 731, 2007. Peroxisome proliferator-activated receptor gamma (Homo sapiens), P37231. 0.26% of 200,000 active; in the data active = activation above about 23%;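 note: 0% = DMSO and 100% = reference agonist; some compounds past the cut are filed as inactive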
Target sequence (P37231 whole entry, looked up): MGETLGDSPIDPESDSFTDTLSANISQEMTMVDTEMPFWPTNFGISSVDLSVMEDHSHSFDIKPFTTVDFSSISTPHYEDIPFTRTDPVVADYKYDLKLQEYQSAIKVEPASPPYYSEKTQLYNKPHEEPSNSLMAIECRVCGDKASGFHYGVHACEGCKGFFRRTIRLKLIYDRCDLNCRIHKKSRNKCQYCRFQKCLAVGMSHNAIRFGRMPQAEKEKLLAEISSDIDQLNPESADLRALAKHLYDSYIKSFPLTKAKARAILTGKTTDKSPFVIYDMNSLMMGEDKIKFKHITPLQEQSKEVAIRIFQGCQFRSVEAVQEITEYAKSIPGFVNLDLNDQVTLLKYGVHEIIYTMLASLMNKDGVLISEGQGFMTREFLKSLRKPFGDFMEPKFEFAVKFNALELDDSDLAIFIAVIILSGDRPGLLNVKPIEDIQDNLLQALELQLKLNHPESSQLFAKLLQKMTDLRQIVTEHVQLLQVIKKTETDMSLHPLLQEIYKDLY
S1P3 antagonist: S1P3 receptor antagonists, primary screen, cell-based | Sphingosine 1-phosphate receptor 3 (Homo sapiens), Q99500 | CHO S1P3 NFAT-BLA reporter, FRET fluorescence, antagonist mode | inhibition, % at 4.98 µM | 0.27% of 170,000 active | AID 485, 2006;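 active = inhibition above the plate cutoff, the mean inhibition of test wells on that plate plus 3 SD, cut at about 28% in these data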;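 note: cells challenged with S1P at its EC80 of 0.8 µM; blue over green emission ratio from cleaved BLA substrate after 4 h stimulation; 0% = S1P-stimulated wells and 100% = unstimulated DMSO-only wells; some compounds past the cut are filed as inactive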
Efa HMGR inh: inhibitors of E. faecalis class II HMGR, primary screen, biochemical, Enterococcus faecalis; HMG-CoA reductase (Enterococcus faecalis, mvaE); purified E. faecalis HMGR, NADPH absorbance 340 nm kinetic; inhibition, % at 10 µM; 0.41% of 190,000 active;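 active = inhibition above a set limit, the median over all tested compounds plus 3 SD, cut at about 9.5% in these data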;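 note: enzyme runs in reverse so mevalonate oxidation gives rising NADPH absorbance; 0% = complete reaction with DMSO and 100% = background rate lacking mevalonate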
bIAP inhibitor: bovine intestinal alkaline phosphatase inhibitors, primary screen, selectivity assay for TNAP inhibitor project, biochemical, bovine IAP, CDP-star luminescence. alkaline phosphatase, intestinal [Bos taurus]. purified bovine IAP, 30 min. inhibition, % at 20 µM. 190,000 tested, under 10 active. AID 1019, 2008;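 active = over 50% inhibition of intestinal alkaline phosphatase at 20 µM in the single-dose screen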
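test system = bovine IAP enzyme | medium = DEA buffer 100 mM, pH 9.8, with MgCl2 1.0 mM, ZnCl2 0.02 mM | detection = luminescence | dosing = single compound dose of 20 µM, 2% DMSO final | incubation = 30 min reaction at room temperature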
PPARg SRC-1 ag: PPARgamma agonists recruiting SRC-1 coactivator, primary screen, biochemical; Peroxisome proliferator-activated receptor gamma (Homo sapiens), P37231; PPARgamma-SRC-1 coactivator recruitment biochemical assay; activation, % at 8 µM; 0.41% of 200,000 active; AID 631, 2007; in the data active = activation above about 19%;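 note: 0% = DMSO and 100% = reference agonist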
PPARg SRC2 recr: agonists of PPARg-SRC-2 recruitment, primary screen, biochemical, HTS; Peroxisome proliferator-activated receptor gamma (Homo sapiens), P37231; activation, % at 8 µM; AID 1032, 2008; PPARgamma LBD-SRC-2 recruitment; 0.34% of 200,000 active; in the data active = activation above about 22%;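 note: 0% = vehicle and 100% = reference agonist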
TR-FRET SRC-2 ct: TR-FRET signal artefacts, primary screen, artefact control for PPARgamma SRC-2 agonist project, biochemical. TR-FRET artefact counter-screen; stronger effect = higher value. TR-FRET ratio at 8 µM. 0.4% of 200,000 active. AID 1049, 2008; in the data active = TR-FRET ratio above about 2000; note: inactives centre near 1500
DTT redox prof: compounds producing H2O2 with reducing agent – biochemical, NIH compound library profiling, artefact control for MLSCN library redox annotation, primary screen; DTT-dependent redox cycling H2O2, phenol red/HRP absorbance; 100% = 100 µM peroxide control, 0% = buffer; activation, % at 10 µM; 0.03% of 200,000 active; AID 878, 2007;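 active = activation of at least 50% relative to the plate's high and low controls in the primary single-dose screen; inactive = activation below 50%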;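 note: compound incubated with DTT at 0.8 mM final as the reducing agent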
L major viab: Leishmania major promastigote growth inhibition, primary screen | Leishmania major promastigotes, resazurin fluorescence viability | inhibition, % at 10 µM | 9% of 200,000 active | AID 1063, 2008; in the data active = inhibition above about 50%;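 note: promastigotes grown with compound for 44 hours at 28 °C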
RAM network inh: inhibitors of the yeast RAM network, primary screen, dse1pr::URA3 reporter, 5-FOA selection. S. cerevisiae dse1pr::URA3 reporter, 5-FOA growth OD615, 2 d; analog-sensitive cbk1-as2 kinase mutant strain. inhibition, % at 50 µM. 1.8% of 190,000 active;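 active = inhibition above a set limit, 3 SD over mean compound inhibition, cut at about 8.4% in these data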;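 note: 0% = DMSO-only wells with no growth and 100% = 10 µM 1-NA-PP1 full growth; inhibition rescues growth on 5-FOA so higher OD means more RAM inhibition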
ROMK primary: ROMK potassium channel modulators, primary screen, cell-based, thallium flux, MLSMR library. Tet-inducible ROMK, thallium flux fluorescence; actives lie on both sides. 2% of 130,000 active. AID 1918, 2009. B-score at 10 µM;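 active = signal ratio slope over the read window, or its plate-corrected B-score, at least 3 SD from the plate mean, either direction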;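 note: B-score of the F/F0 ratio slope over 7 to 12 s after thallium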
Target sequence (P48048 whole entry, looked up): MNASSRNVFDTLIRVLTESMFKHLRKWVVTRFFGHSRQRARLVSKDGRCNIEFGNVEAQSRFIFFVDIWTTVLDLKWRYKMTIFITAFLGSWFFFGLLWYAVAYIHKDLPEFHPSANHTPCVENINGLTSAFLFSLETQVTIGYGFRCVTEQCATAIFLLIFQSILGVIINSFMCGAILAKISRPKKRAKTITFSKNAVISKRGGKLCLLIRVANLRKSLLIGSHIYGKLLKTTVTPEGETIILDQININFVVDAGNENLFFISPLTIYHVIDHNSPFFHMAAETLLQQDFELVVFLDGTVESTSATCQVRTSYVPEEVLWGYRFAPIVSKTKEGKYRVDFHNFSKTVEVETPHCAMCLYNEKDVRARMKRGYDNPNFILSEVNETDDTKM
* marks the source's active call; other numbers are inactive results; x = no result given.

SMILES	PPARg SRC3 recr	S1P3 antagonist	Efa HMGR inh	bIAP inhibitor	PPARg SRC-1 ag	PPARg SRC2 recr	TR-FRET SRC-2 ct	DTT redox prof	L major viab	RAM network inh	ROMK primary
O=C(CN1CCN(Cc2ccccc2)CC1)Nc1ccc([N+](=O)[O-])cc1C(=O)Nc1ccccc1F	-1	-13	0	9	-3	-7	1443	0.2	99*	-0.4	x
CC1(C)CC(=O)N(CC(=O)NCc2ccc(F)cc2)c2ccccc2S1(=O)=O	3	-33	-6	11	0	4	1312	-0.8	-6	0.8	x
c1ccc(-c2ccc3c(c2)c2c4n3CCN=C4CCC2)cc1	9	x	1	-2	1	2	1583	1.2	22	0.0	x
O=c1[nH]c(CN2CCN(CCO)CC2)nc2ccccc12	-3	-35	-3	13	-6	4	1281	3.1	1	2.6	x
CCNC(=O)C1CCCN1S(=O)(=O)c1ccc(OC)cc1 (stereo not drawn)	-13	x	-3	8	-5	-8	1564	0.1	-3	-0.8	1.5
COc1cc(OC)cc(C(=O)NCCNC(=O)c2ccccc2)c1	2	-12	1	-9	-3	-4	1426	-0.9	1	0.4	x
Cc1cccc(C)c1N(CC(=O)N1CCN(c2ccccc2F)CC1)S(C)(=O)=O	-5	-9	-3	-11	-2	7	1589	-0.3	8	-0.9	1.1
C=CCc1ccccc1OCC(O)CN(CC)CC (stereo not drawn)	3	x	-10	2	1	8	1456	0.2	17	0.7	-1.6
CCSC1=N/C(=C\c2ccccc2)C(=O)N1c1ccc(OC)cc1	-1	3	-5	9	-1	-2	1454	0.2	12	10*	-0.52
O=C(NCc1ccc(Cl)cc1)C1CCC(CNc2c(N3CCCCC3)c(=O)c2=O)CC1 (stereo not drawn)	2	-12	-2	12	-1	7	1568	0.5	-8	5.2	-0.028
COCCNS(=O)(=O)c1cc(-c2nn(C)c(=O)c3ccccc23)ccc1C	-6	x	0	-2	13	5	1632	0.8	8	1.6	x
CCOC(=O)C1CCN(c2nnc(N3CCCC3=O)s2)CC1	0	6	-6	16	-4	-1	1524	-0.4	-2	0.2	0.5
CC(=O)Cc1nsc(NC(=O)c2cc(-c3cccc(C(F)(F)F)c3)oc2C)n1	3	-19	-9	11	4	7	1559	2.6	10	3.8	x
Cc1ccc(NC(=O)c2ccc(-c3nn(C)c(=O)c4ccccc34)cc2)c(C)c1	-1	x	1	4	-9	-2	1522	2.0	1	3.5	x
CC(C)(C)OC(=O)NCC12C=CC(O1)C1C(=O)N(Cc3ccccc3)C(=O)C12 (stereo not drawn)	0	x	-2	4	6	5	1523	1.0	0	2.1	-0.28
COc1ccc(C2OC(=O)CC2C(=O)N2CCN(c3cc(Cl)ccc3C)CC2)cc1OC (stereo not drawn)	-7	-4	-2	-10	3	10	1701	-2.9	5	0.8	x
Cc1ccc(CC2CC(=O)N(CCc3ccccc3)C2=O)cc1 (stereo not drawn)	4	7	4	-2	-8	-7	1284	-0.1	0	-0.1	0.16
Cc1ccccc1OCC1CNC(=O)O1 (stereo not drawn)	-1	-9	-5	-3	-5	-2	1249	-0.5	12	1.0	x
Cc1ccc2cc3c(NC(=O)C(C)C)nn(C)c3nc2c1	-1	-21	0	7	-4	1	1436	-0.2	7	1.8	x
CC1CC(C)CN(c2ncnc3c2cnn3C)C1 (stereo not drawn)	-1	-15	-1	8	-5	-12	1600	0.0	6	0.4	-0.61

Full records as entered above. Order of values: PPARg SRC3 recr	S1P3 antagonist	Efa HMGR inh	bIAP inhibitor	PPARg SRC-1 ag	PPARg SRC2 recr	TR-FRET SRC-2 ct	DTT redox prof	L major viab	RAM network inh	ROMK primary
`COc1ccc(C2OC(=O)CC2C(=O)N2CCN(c3cc(Cl)ccc3C)CC2)cc1OC` (stereo not drawn) reads -7	-4	-2	-10	3	10	1701	-2.9	5	0.8	x
`CC(=O)Cc1nsc(NC(=O)c2cc(-c3cccc(C(F)(F)F)c3)oc2C)n1` reads 3	-19	-9	11	4	7	1559	2.6	10	3.8	x

(list continues)
SMILES	PPARg SRC3 recr	S1P3 antagonist	Efa HMGR inh	bIAP inhibitor	PPARg SRC-1 ag	PPARg SRC2 recr	TR-FRET SRC-2 ct	DTT redox prof	L major viab	RAM network inh	ROMK primary
Cn1c(=O)c2c(nc(OC/C=C/c3ccccc3)n2C)n(C)c1=O	7	-43	x	x	17	6	1655	-1.3	1	x	x
CC(C)(C)CC(=O)N1CCC(c2nc3c(nnn3Cc3c(F)cccc3Cl)c(=O)[nH]2)CC1	-12	-28	-8	0	2	5	1554	2.1	-10	0.2	x
O=S1(=O)NC2CCCCCN2c2ccc(F)cc21 (stereo not drawn)	-1	9	-6	17	-8	2	1475	0.7	13	1.8	x
Cc1cccc2cc(C#N)c(NCc3ccccc3)nc12	1	-18	-1	-5	8	5	1667	0.2	-7	6.8	0.64
CC(OC(=O)c1oc2ccccc2c1COc1ccccc1)C(=O)NC(N)=O (stereo not drawn)	1	15	-3	2	-2	0	1420	-1.4	10	3.5	0.14
CCN1C(=Nc2ccc(Cl)cc2)SC/C1=C\C(=O)OC	7	10	-5	11	0	4	1623	1.2	3	0.7	x
O=C(CSc1ccc2nnc(-c3ccc(F)cc3)n2n1)NCc1ccco1	2	-24	-7	5	0	-7	1606	0.7	5	3.5	-1.5
O=C(Cn1ccc2ccccc2c1=O)NCCC(=O)Nc1cccnc1	2	7	-7	0	0	5	1658	-1.4	-5	1.5	x
CC1CCCN(c2ccc(C(=O)NCC3CCCO3)cn2)C1 (stereo not drawn)	8	-2	-1	-2	12	4	1601	0.5	-1	2.1	0.6
Cc1ccc(-n2c(O)c(C=Nc3ccccc3-c3n[nH]c(=S)[nH]c3=O)c3ccccc3c2=O)c(C)c1	14	14	0	11	16	8	1827	0.0	-8	11*	-0.22
CC(NS(=O)(=O)c1ccc(F)cc1)C(c1cccs1)N1CCN(C)CC1 (stereo not drawn)	-3	x	-2	-10	0	0	1391	2.1	-1	2.1	x
Cc1cccc(C(=O)N2CCN(c3ccccn3)CC2)c1	5	x	-1	1	2	3	1388	0.5	-3	-0.9	-0.38
COc1ccccc1Cn1c(=S)[nH]c2cc(C(=O)NCCN3CCOCC3)ccc2c1=O	5	x	3	3	16	-6	1584	-3.4	0	0.6	-0.38
Cc1ccc(C)n1-c1ccsc1C(=O)CC#N	4	8	0	-2	6	7	1555	0.0	-12	1.4	-0.2
COC(=O)/N=C/c1c(NCc2ccccc2)nc2c(C)cccn2c1=O	0	-7	-8	7	-9	-6	1299	0.3	17	4.2	-0.42
COc1ccc(CCNS(=O)(=O)c2ccc3c(c2)n(C)c(=O)c(=O)n3C)cc1OC	7	x	3	3	-4	0	1508	-1.9	-7	1.1	x
CCc1c(C)sc(NC(=O)c2cc(C)no2)c1C#N	4	8	-1	11	9	8	1602	0.3	-9	0.3	x
COc1ccc(Cc2ccc(OC)c(N)c2)cc1N	5	x	-3	1	-2	-2	1385	3.0	-4	-0.6	x
Oc1ccc(O)c(-c2cnns2)c1	0	-2	-1	29	-1	2	1546	-0.4	-4	0.9	1.1
Cc1ccc(C(=O)Nc2cc3c(cc2Cl)OCCCO3)cc1	-6	x	1	8	-3	-3	1455	-3.5	7	1.8	0.11
O=C(OCC(=O)c1ccc(Cl)s1)c1ccccn1	4	-4	4	0	6	3	1568	0.1	-7	1.0	x
O=C(COC(=O)c1ccc(NS(=O)(=O)c2ccc3c(c2)OCCO3)cc1)NC1CC1	-6	x	6	6	1	-5	1401	1.1	-6	1.0	1.6
COc1c(C)cccc1C(=O)NC(=S)Nc1ccc2c(c1)Cc1ccccc1-2	9	x	-1	15	10	-1	1421	3.1	-4	2.4	x
O=C(c1ccc(Cn2c(=O)[nH]c3ccccc3c2=O)cc1)N1CCN(c2ccccc2)CC1	-6	-15	-1	-1	-2	-3	1383	0.0	94*	3.5	1.7
O=C(NC(=S)N(CCO)Cc1ccccc1)c1ccc(S(=O)(=O)N2CCCC2)cc1	0	-12	1	6	4	6	1478	0.2	0	1.4	0.47
O=C(Nc1ccc2c(c1)OCO2)C1(S(=O)(=O)c2ccc(Cl)cc2)CC1	5	8	4	17	-1	-8	1363	-0.4	22	1.2	-0.29
COCCCNC(=O)CN1C(=O)/C(=C/c2ccccc2C)Sc2ccccc21	4	-3	-3	4	5	4	1461	-0.3	2	7.2	-0.55
O=C(NCc1ccc(F)cc1)C1CCN(S(=O)(=O)N2CCCC2)CC1	6	-8	-8	-5	12	13	1654	-0.5	20	0.0	-0.23
CCCNC(=O)COc1ccccc1[N+](=O)[O-]	1	-5	-8	21	4	6	1568	0.0	-5	2.1	x
CCCc1nnc(NC(=O)c2ccncc2)s1	-2	-1	-1	0	4	-2	1456	0.8	-7	0.6	x
COC(=O)CCC(=O)NC(=S)Nc1c(C)cccc1C	-3	-4	-6	-17	7	4	1559	0.1	-13	-0.8	x
CC(C)(C)NS(=O)(=O)c1ccc(NC(=O)C(Sc2ccccc2)c2ccccc2)cc1 (stereo not drawn)	3	x	-4	2	2	10	1461	1.4	56*	5.6	x
c1ccc(C2NCCn3cccc32)cc1 (stereo not drawn)	4	9	2	4	-6	8	1613	-3.7	11	1.5	-0.39
C[N+](C)(C)C/C=C1/COCO1	11	-22	-1	6	3	0	1578	0.5	-1	0.9	0.21
CC(=O)OC1CSC2c3ccccc3C(=O)N2Cc2sccc21 (stereo not drawn)	2	-10	0	1	8	6	1527	-1.1	4	0.0	x
C=CCn1c(=O)c2ccccc2n2c(SCC(=O)Nc3sc(C)c(CC)c3C(=O)OCC)nnc12	4	6	3	-3	-3	-11	1472	-0.2	71*	7.0	x
CCOC(=O)c1c(NC(=O)COC(=O)c2ccccn2)sc2c1CCC2	-1	-12	2	5	0	6	1539	-0.7	47	1.5	x
CCC(C)(C)c1ccc(OCC(=O)N(C)C)c(C(C)(C)CC)c1	-1	-9	3	1	0	-1	1346	-3.1	18	-0.5	-0.071
Cn1c(SCc2ccccc2)nnc1-c1cnccn1	12	x	-3	-3	4	5	1566	0.6	-3	-0.9	x
CC(C)(C)NC(=O)Cn1c(SCC(=O)Nc2nccs2)nc2ccccc21	1	x	-6	1	0	2	1667	1.1	-8	5.5	0.4
N#Cc1c(N)oc(-c2ccc3c(c2)OCO3)c1-c1ccc2c(c1)OCO2	9	x	0	26	8	9	1594	0.2	18	0.4	-0.45
CSc1nc2cc(F)c(F)cc2n1C	-4	-9	0	10	3	2	1485	2.3	-4	0.3	x
